High-throughput results (PubChem BioAssay)
mHTT-CaM PPI inh: inhibitors of human mutant huntingtin-calmodulin interaction. P42858. AlphaScreen His-mHTT/GST-CaM binding, luminescence. inhibition, % at 15 µM. 190,000 compounds, 3.6% hits;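 note: 0% = both proteins with DMSO and 100% = one protein alone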
Target sequence (P42858 whole entry, looked up, stated change not applied): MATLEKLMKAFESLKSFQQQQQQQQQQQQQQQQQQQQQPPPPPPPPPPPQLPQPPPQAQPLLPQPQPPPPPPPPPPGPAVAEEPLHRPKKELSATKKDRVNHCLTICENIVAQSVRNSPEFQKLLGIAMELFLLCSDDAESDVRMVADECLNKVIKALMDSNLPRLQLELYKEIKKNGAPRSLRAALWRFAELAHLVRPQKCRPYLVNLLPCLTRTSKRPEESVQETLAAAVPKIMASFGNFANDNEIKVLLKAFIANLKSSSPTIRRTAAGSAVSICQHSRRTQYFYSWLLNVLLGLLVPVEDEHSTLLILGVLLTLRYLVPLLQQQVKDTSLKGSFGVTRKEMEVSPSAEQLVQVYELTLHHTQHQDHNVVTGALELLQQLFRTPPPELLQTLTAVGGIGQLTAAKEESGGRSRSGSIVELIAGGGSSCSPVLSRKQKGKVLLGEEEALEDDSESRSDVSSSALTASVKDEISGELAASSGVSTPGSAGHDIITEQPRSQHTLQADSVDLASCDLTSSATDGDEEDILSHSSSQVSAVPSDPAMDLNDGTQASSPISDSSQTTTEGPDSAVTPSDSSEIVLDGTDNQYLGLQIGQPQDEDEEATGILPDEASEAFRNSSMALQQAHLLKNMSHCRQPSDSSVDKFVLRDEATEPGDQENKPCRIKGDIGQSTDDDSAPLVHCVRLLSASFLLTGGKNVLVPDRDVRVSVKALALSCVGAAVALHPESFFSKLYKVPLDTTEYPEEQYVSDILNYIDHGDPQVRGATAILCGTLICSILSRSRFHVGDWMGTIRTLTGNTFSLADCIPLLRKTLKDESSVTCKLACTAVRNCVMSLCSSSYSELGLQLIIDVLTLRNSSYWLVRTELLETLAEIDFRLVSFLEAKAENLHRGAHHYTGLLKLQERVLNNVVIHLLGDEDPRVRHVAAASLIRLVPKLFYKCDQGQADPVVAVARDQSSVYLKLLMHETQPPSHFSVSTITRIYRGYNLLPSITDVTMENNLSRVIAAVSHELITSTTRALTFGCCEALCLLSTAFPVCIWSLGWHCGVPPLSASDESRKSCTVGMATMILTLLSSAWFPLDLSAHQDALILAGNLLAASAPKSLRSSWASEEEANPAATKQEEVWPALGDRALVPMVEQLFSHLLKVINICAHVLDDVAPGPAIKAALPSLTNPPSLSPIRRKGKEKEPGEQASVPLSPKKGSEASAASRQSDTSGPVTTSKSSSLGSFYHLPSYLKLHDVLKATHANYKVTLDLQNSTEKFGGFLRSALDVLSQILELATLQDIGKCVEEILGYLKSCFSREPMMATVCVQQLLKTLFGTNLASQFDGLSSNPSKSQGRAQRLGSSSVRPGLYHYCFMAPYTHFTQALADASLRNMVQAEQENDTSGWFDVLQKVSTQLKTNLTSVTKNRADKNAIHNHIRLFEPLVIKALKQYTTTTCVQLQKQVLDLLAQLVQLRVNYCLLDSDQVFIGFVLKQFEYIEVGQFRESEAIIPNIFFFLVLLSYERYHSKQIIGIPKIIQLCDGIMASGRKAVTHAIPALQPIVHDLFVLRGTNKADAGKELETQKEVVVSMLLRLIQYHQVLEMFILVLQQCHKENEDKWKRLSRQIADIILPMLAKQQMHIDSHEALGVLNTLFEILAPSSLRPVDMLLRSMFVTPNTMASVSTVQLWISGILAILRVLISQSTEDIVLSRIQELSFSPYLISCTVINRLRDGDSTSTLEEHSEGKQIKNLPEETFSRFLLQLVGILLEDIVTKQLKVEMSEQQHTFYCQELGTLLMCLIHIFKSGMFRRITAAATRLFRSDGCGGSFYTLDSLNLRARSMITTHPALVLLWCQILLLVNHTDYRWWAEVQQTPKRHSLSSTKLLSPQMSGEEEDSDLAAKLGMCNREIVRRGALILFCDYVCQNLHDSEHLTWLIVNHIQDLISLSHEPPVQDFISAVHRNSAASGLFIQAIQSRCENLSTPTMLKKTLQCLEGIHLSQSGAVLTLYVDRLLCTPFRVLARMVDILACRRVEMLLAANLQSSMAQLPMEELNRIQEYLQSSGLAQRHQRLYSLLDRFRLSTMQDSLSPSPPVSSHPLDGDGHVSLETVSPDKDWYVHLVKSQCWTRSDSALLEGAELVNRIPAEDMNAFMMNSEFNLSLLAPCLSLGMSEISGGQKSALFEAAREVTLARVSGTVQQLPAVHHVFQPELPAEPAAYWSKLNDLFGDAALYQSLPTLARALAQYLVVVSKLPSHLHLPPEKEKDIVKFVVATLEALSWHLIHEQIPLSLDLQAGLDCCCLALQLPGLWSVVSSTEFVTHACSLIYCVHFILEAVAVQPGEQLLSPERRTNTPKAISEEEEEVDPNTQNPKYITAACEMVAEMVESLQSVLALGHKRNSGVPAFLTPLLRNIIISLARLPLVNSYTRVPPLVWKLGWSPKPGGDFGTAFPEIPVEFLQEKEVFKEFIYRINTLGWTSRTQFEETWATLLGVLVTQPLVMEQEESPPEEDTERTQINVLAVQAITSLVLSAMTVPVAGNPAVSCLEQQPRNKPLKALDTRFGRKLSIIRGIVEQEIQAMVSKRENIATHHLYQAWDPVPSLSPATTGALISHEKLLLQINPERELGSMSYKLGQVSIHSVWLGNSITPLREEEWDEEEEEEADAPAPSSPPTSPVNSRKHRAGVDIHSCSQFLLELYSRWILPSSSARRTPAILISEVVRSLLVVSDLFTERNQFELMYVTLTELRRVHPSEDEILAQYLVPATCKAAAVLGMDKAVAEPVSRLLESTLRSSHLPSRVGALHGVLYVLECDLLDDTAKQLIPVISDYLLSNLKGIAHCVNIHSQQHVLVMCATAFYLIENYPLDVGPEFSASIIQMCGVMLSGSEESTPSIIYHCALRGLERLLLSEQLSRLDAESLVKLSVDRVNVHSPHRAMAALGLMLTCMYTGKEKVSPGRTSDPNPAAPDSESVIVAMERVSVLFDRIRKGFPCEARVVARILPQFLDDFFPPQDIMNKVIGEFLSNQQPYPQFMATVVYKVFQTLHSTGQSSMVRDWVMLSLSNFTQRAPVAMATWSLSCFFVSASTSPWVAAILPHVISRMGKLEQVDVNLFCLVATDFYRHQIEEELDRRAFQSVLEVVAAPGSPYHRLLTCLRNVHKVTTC
Pf apPOL block: Pf-apPOL DNA polymerase inhibition; Recombinant Pf-apPOL, molecular beacon fluorescence, 1.5 h; inhibition, % at 10 µM; 210,000 compounds, 0.25% hits; AID 1794808
* = called active by the depositor; . = not tested or not shown; & = joins results of further samples. Cut-off read from the data, not from the text of the source: active = inhibition above about 50%; inactive = the rest.

SMILES | mHTT-CaM PPI inh | Pf apPOL block
O=C(Cc1cccs1)NC1CCN(c2ccccc2)C1=O (configuration not stated) | -2 | 4
CN(C=CC=C(C#N)C#N)c1ccccc1 | . | -15
CC(=O)Nc1cccnc1-c1ccc(C(=O)NCc2ccccc2C)cc1 | 5 | 19
CCOc1ccc(C2CC(=O)Nc3n[nH]c(-c4ccc(Cl)cc4)c32)cc1 (configuration not stated) | 15 | -3
CCOc1ccc(NC(=O)C(=O)NCCc2ccc(Cl)cc2)cc1 | -10 | -23
COc1ccc(CCNC(=O)CCCCCn2nnc3ccccc3c2=O)cc1OC | 18 | 0
CN(C)C=C(C#N)C(=O)NCc1ccc(F)cc1F | . | 1
O=C(ON1C(=O)c2ccccc2C1=O)c1ccccc1[N+](=O)[O-] | 4 | -3
Cc1ccc(NC(=O)Cc2c(C(=O)O)[nH]c3ccc(Cl)cc23)c(Cl)c1 | 21 | -10
CC(=O)Nc1cccc(NC(=O)Cc2ccc(Br)cc2)c1 | -8 | -3
O=C(C1CCCN(c2nnc3ccc(Cl)cn23)C1)N1CCN(C2CCCCC2)CC1 (configuration not stated) | 17 | -3
Ic1ccc(Nc2nc3nonc3n3nnnc23)cc1 | 7 | 0
CCn1c(CC2CCN(S(=O)(=O)c3ccc4c(c3)CCC4)C2)nc2cccnc21 (configuration not stated) | 10 | 0
COCCn1ccc2c(OCC(=O)N3CCc4ccccc43)cccc2c1=O | -9 | -6
CCCc1noc(-c2cccnc2N2CCCN(C(=O)Cc3ccc(C)cc3)CC2)n1 | -8 | -6
COc1ccccc1C=Nc1ccc2c(c1)nc(C)n2Cc1ccccc1 | 12 | 2
COc1cc2c(cc1OC)C(C(=O)Nc1ccccc1F)C(c1ccccc1F)N(C)C2=O (configuration not stated) | 4 | -3
COc1cccc(CNC(=O)C2CCCN(C(=O)c3ccccc3Cl)C2)c1OC (configuration not stated) | 33 | -32
CCCC(=O)Nc1cccc(NC(=O)c2ccccc2I)c1 | 4 | -19
CCCOc1ccc(C2C(=O)N(C3CCCCC3)CC(=O)N2C2CC2)cc1OC (configuration not stated) | 11 | -6
Cc1sc2cc(C(=O)NC3CC3)[nH]c2c1CN1CCCCC1 | -2 | -2
O=C(CCn1cnc2ccccc2c1=O)N1CCN(c2ccccc2O)CC1 | 5 | -4
Cn1ccnc1-c1ccc(-c2nccn2C)cc1 | 4 | -4
CC(C)(C)C1CCc2c(sc(NC(=O)C3CCCO3)c2C#N)C1 (configuration not stated) | 0 | -9
CCOCCCNC(=O)N1CCc2cn(C)c3cccc(c23)C1 | 5 | -1
O=C(C1CCCCC1)N1CCN(c2cccc(Cl)c2)CC1 | 0 | -13
CCOCCCNC(=O)N1CCn2cccc2C1C (configuration not stated) | 25 | -6
O=C(CN1CCC(Cn2cnc3ccccc32)CC1)N1CCc2ccccc21 | -12 | -5
CC(C)=CCCC1(C)OC(=O)N(CCC#N)C1(C)O (configuration not stated) | -3 | -3
COc1ccccc1N1CCN(C(=O)c2cn3ccc(C)cc3n2)CC1 | 1 | -1
CC1(C)CC(=O)C2=C(C1)Nc1nc(SCc3ccccc3Cl)nn1C2c1ccncc1 (configuration not stated) | -1 | 0
O=C1CCN(CCc2ccccc2)CCN1CCSc1ccc(Br)cc1 | 53* | -9
CCOc1ccc(C(=O)NCCn2ccc3ccccc32)cc1OCC | 6 | 11
CCOc1ccccc1NC(=O)C1c2ccccc2C(=O)N(CCOC)C1c1ccc(F)cc1 (configuration not stated) | -5 | -5
O=C(CCCN1C(=O)c2cccnc2C1=O)Nc1ccc(OC(F)(F)F)cc1 | 5 | -15
Cc1ccccc1OCc1ccc(C(=O)Nc2ccc(S(N)(=O)=O)cc2)o1 | 10 | -7
N#C/C(=C(/O)c1ccco1)c1nc2ccccc2s1 | 1 | -8
O=C(O)C1CSC(c2ccc3c(c2)OCCO3)N1 (configuration not stated) | 2 | -5
Fc1ccc(-n2nc3ccc4nonc4c3n2)cc1 | -11 | -4
CC(NC(=O)c1ccccc1)C12CC3CC(CC(C3)C1)C2 (configuration not stated) | -13 | -6
COc1ccccc1CNC(=O)C1CCN(c2cncnc2N2CCN(C)CC2)CC1 | 5 | -7
O=C(c1ccccc1OCC1CCN(C(=O)C2CC2)CC1)N1CCOCC1 | -2 | -13
COc1ccc(CCNC(=O)c2nnn(-c3cc(C)cc(C)c3)c2N)cc1OC | 13 | -4
O=[N+]([O-])C(Cl)C(=Nc1ccc(Cl)cc1)n1nnc2ccccc21 (configuration not stated) | -4 | -49
O=C(Nc1ccc(Oc2ccccc2)cc1)c1ccncc1 | 12 | 0
Cc1cc(NN=Cc2ccccc2Cl)nc2c1c(C)nn2C | . | -11
CCCc1cc(C(=O)O)c2ccccc2n1 | -2 | 2
Fc1ccc(Nc2ncnc3nc[nH]c23)cc1 | -5 | 3
COc1ccc(C(=O)N2CCCC2c2c(C)noc2C)cc1OC (configuration not stated) | 1 | -5
Cc1ccc(NC(=O)c2c(-c3c(Cl)cccc3Cl)noc2C)c([N+](=O)[O-])c1 | 19 | 6
New compounds follow
SMILES | mHTT-CaM PPI inh | Pf apPOL block
O=C(CN1CCC2(CC1)N=C(c1cccc(F)c1)C(=O)N2)Nc1ccc(Cl)cc1 | 17 | 3
CC(=NO)c1nnn(-c2cc(C(F)(F)F)ccc2Cl)c1C | . | 1
CN(C)c1ncnc(Oc2cccc(C(F)(F)F)c2)c1[N+](=O)[O-] | . | -7
CCc1nnc(NC(=O)CSc2nnnn2-c2cccc(C)c2)s1 | -3 | 2
Cc1ccc(-c2nc(C3CCN(C(=O)Cc4ccc(Br)cc4)CC3)no2)cc1 | -12 | -2
CC1=C(C(=O)N2CCOCC2)C(c2ccc(C(F)(F)F)cc2)C2=C(CCCC2=O)N1 (configuration not stated) | -1 | -5
Cc1c(C(=O)NC(C)C)oc2ccc(S(=O)(=O)N3CCCCCC3)cc12 | 7 | -4
Cc1sc2ccn(Cc3ccc(F)cc3)c(=O)c2c1C(=O)N(C)C | 6 | -4
O=C(CSc1ccccn1)Nc1ccccc1F | -7 | 5
CS(=O)(=O)N1CCc2cc([N+](=O)[O-])ccc21 | -4&2 | 0
COc1cc(C(=O)n2nc(C)c(Sc3ccc([N+](=O)[O-])cc3)c2C)cc(OC)c1OC | -3 | -1
CCc1ccc(NC(=O)c2ccc(F)c(S(=O)(=O)NCc3ccccc3OC)c2)cc1 | 2 | -5
Cc1cc(C)nc(NC(=O)CCCc2ccccc2)n1 | 3 | -4
CC(C)C(C(=O)Nc1ccc(Cl)cc1)N1C(=O)c2ccccc2C1=O (configuration not stated) | -1 | 1
O=c1oc(-c2ccco2)nc2ccc(Br)cc12 | -3 | 8
CCOc1ccc(NC(=O)N2CCOc3ccc(Cl)cc32)cc1 | 1 | -4
CCc1nc(-c2nnn(Cc3ccc(C)cc3)c2C)no1 | -15 | -1
Cc1cccc(NC(=O)Cn2cccc2-c2nnc(C3CCC3)o2)c1C | 8 | -2
O=C(NC1CCCCC1)C(Cc1ccccc1)N1C(=O)C2C3CCC(C3)C2C1=O (configuration not stated) | -1 | -6
O=C(CCN1C(=O)COc2ccccc21)N1CCN(c2ccccn2)CC1 | -5 | -16
NS(=O)(=O)c1ccc(Oc2c(Cl)cccc2[N+](=O)[O-])cc1 | . | -4
CCn1nc(-c2cccs2)cc1C(=O)Nc1ccccc1 | . | 0
O=C(Nc1cccc(F)c1)N1CCN(c2ccc(Nc3cccnc3)nn2)CC1 | 6 | 0
Cc1cccc(NC(=O)N2CCc3c(c(COCc4ccccc4)nn3C)C2)c1 | 25 | -4
CC1(C)CC(=O)C2=C(C1)OC1=C(C(=O)CC(C)(C)C1)C2c1ccccc1C(F)(F)F | -3 | 2
Cc1ccc2c(c1)NC(C1CC1)=NC(c1ccc(F)cc1)=N2 | 4 | -3
N#C/C(=C1\CCCCCN1)c1nnc2n1CCCC2 | 1 | .
Cc1ccc([N+](=O)[O-])c(C(=O)NN=Cc2cccnc2)c1 | . | -14
O=C(C1=C(O)C(=O)N(CCN2CCOCC2)C1c1cccnc1)c1cccs1 (configuration not stated) | -3 | 11
O=C(CN1C(=O)c2ccccc2C1=O)N1CCOCC1 | . | -3
Cc1cc(OCC(=O)Nc2ccccc2Cl)nc(N2CCCC2)n1 | -5 | -4
COc1cccc(C2C(C#N)=C(N)N(c3ncn[nH]3)C3=C2C(=O)CCC3)c1OC (configuration not stated) | 0 | -10
O=C(NC(N1CCCCC1)C(Cl)(Cl)Cl)c1ccc(Cl)cc1 (configuration not stated) | -12 | 0
COC(=O)c1sccc1NC(=O)CC1C(=O)NCCN1C(=O)NS(=O)(=O)c1ccc(C)cc1 (configuration not stated) | . | 6
O=C(Cc1noc2ccccc12)N1CCN(c2ccc3nncn3n2)CC1 | -2 | -5
CCc1cc(C(=O)Nc2cccc(C)c2)nc2ccnn12 | -39 | 1
COc1cccc(N2C(=O)NC(=O)/C(=C\c3ccc(Br)s3)C2=O)c1 | 28 | -4
N#Cc1cc2c(nc1SCC(N)=O)CCCC2=O | -6 | 2
O=C(NCCCc1ccccc1)c1ccn2c(-c3ccc(F)cc3)nnc2c1 | 0 | 1
COC(=O)c1c(C)sc2cc(C(C)(C)C)sc12 | . | -6
Clc1cccc(-c2nn3cnnc3s2)c1 | 2 | -4
CC(C)(C)c1ccc(S(=O)(=O)N2CC(=O)Nc3ccccc32)cc1 | -1 | -30
COC(=O)c1sc(-c2ccc(Cl)cc2)cc1N | . | 5
COc1ccc(C2SCCN2S(=O)(=O)c2ccc(C)c([N+](=O)[O-])c2)cc1Br (configuration not stated) | 19 | 1
CCN1CCN(CCCNC(=O)CC2CCN(C(=O)c3ccc(C)cc3)CC2)CC1 | 2 | -2
CCCCC(CC)CNC(=O)CCn1c(=S)[nH]c2cc3c(cc2c1=O)OCO3 (configuration not stated) | 0 | -5
O=C(Nc1ccccc1)C1CCc2nc(N3CCN(C(=O)C4CCC4)CC3)sc2C1 (configuration not stated) | -1 | -3
COc1ccc2c(c1)c(=O)oc1cc3occ(-c4ccc(C)cc4)c3cc12 | 1 | 7
Cc1ccc(CNC(=O)Nc2ccc(N3CCCC(C(=O)NC4CCCCC4)C3)nc2)cc1 (configuration not stated) | 4 | -6
CCCn1cnnc1C1CCCN(C(=O)Cc2cccs2)C1 (configuration not stated) | -3 | 2
(next part)
SMILES | mHTT-CaM PPI inh | Pf apPOL block
Cc1ccc(C(=O)NCC2CCCO2)cc1Br (configuration not stated) | -3 | 5
COc1cccc2cc(C(=O)N3C(C)CCCC3C)c(=O)oc12 (configuration not stated) | 3 | 4
CC(=O)N(c1ccc(Cl)cc1)c1cn(C(C)=O)c2ccccc12 | 14 | -3
CCCOc1ccccc1C=NNC(=S)Nc1ccc(C)c(C)c1 | . | -4
Cc1ccc(C(=O)N2CCCC(COc3cccc(C(=O)NC4CC4)c3)C2)cc1F (configuration not stated) | 8 | -2
COC(=O)c1ccc(C(=O)OC)c(NC(=O)N2CC3CCCN3c3ccccc32)c1 (configuration not stated) | 58* | 0
Cc1cc(NC(=O)c2cc(Cl)ccc2Cl)ccc1NC(=O)c1ccco1 | -3 | 0
CN1c2cc(C(=O)NCc3cc(F)cc(F)c3)ccc2C(=O)N2CCCCC21 (configuration not stated) | -7 | -5
COC(=O)c1ccccc1NC(=O)C1CCN(c2ncnc3c2nc2n3CCCCC2)CC1 | -1 | 2
COc1ccccc1N1CCN(S(=O)(=O)c2ccc(I)cc2)CC1 | -8 | -1

Part of the list above in order of formula weight, largest number first:
SMILES | mHTT-CaM PPI inh | Pf apPOL block
COc1ccc(C2SCCN2S(=O)(=O)c2ccc(C)c([N+](=O)[O-])c2)cc1Br (configuration not stated) | 19 | 1
COc1ccccc1N1CCN(S(=O)(=O)c2ccc(I)cc2)CC1 | -8 | -1
COC(=O)c1ccccc1NC(=O)C1CCN(c2ncnc3c2nc2n3CCCCC2)CC1 | -1 | 2
O=C(Nc1ccccc1)C1CCc2nc(N3CCN(C(=O)C4CCC4)CC3)sc2C1 (configuration not stated) | -1 | -3
CCN1CCN(CCCNC(=O)CC2CCN(C(=O)c3ccc(C)cc3)CC2)CC1 | 2 | -2
Cc1ccc(C(=O)N2CCCC(COc3cccc(C(=O)NC4CC4)c3)C2)cc1F (configuration not stated) | 8 | -2
COC(=O)c1ccc(C(=O)OC)c(NC(=O)N2CC3CCCN3c3ccccc32)c1 (configuration not stated) | 58* | 0
CCCCC(CC)CNC(=O)CCn1c(=S)[nH]c2cc3c(cc2c1=O)OCO3 (configuration not stated) | 0 | -5
Cc1cc(NC(=O)c2cc(Cl)ccc2Cl)ccc1NC(=O)c1ccco1 | -3 | 0
CN1c2cc(C(=O)NCc3cc(F)cc(F)c3)ccc2C(=O)N2CCCCC21 (configuration not stated) | -7 | -5
O=C(NCCCc1ccccc1)c1ccn2c(-c3ccc(F)cc3)nnc2c1 | 0 | 1
COc1ccc2c(c1)c(=O)oc1cc3occ(-c4ccc(C)cc4)c3cc12 | 1 | 7
CC(C)(C)c1ccc(S(=O)(=O)N2CC(=O)Nc3ccccc32)cc1 | -1 | -30
CCCOc1ccccc1C=NNC(=S)Nc1ccc(C)c(C)c1 | . | -4
CC(=O)N(c1ccc(Cl)cc1)c1cn(C(C)=O)c2ccccc12 | 14 | -3
COc1cccc2cc(C(=O)N3C(C)CCCC3C)c(=O)oc12 (configuration not stated) | 3 | 4
Cc1ccc(C(=O)NCC2CCCO2)cc1Br (configuration not stated) | -3 | 5
COC(=O)c1sc(-c2ccc(Cl)cc2)cc1N | . | 5
Clc1cccc(-c2nn3cnnc3s2)c1 | 2 | -4

The listing continues.
SMILES | mHTT-CaM PPI inh | Pf apPOL block
O=S(=O)(Cc1ccccc1)Nc1cccnc1 | -2 | 4
C=CCn1c(COc2ccccc2)nc2ccccc21 | -8 | -1
CCOC(=O)c1sc(SC)c(-c2ccccc2)c1N | . | 0
CN(C)c1cc(C(=O)NC2CC2)c2ccccc2n1 | 1 | -3
COc1ccc(/C=C2/SC(N3CCCCC3)=NC2=O)cc1 | 2 | -2
CCOC(=O)CSc1nc2c(c(=O)n1-c1ccc(Br)cc1)SCC2 | -2 | -2
Cc1ccc(CN2CC(N3CCC(c4ccccc4)CC3)CS2(=O)=O)cc1 (configuration not stated) | 27 | -2
Cc1cc(N)c2ccccc2n1 | -5 | -10
Cc1cc(C(=O)Nc2ccc(Br)c3cccnc23)ccc1[N+](=O)[O-] | 1 | -17
COc1ccc(I)cc1S(=O)(=O)NCCN1CCOCC1 | 0 | -4
